# High-throughput results from PubChem BioAssay.
# Lipid storage S3: qHTS Assay for Lipid Storage Modulators in Drosophila S3 Cells; 320,000 tested, 0.64% active; Drosophila S3 cells, BODIPY lipid droplet fluorescence, 18-24 h; cells fed with added oleic acid; Potency in µM for hits, for the others lipid storage change, negative = inhibition, % at the top dose, mostly 46.1 µM; active means well fitted inhibition curve with a large enough effect in the signal ratio, with a control signal flat, not every such curve was filed as active; inconclusive means small, poorly fitted or top-dose-only effect, or effect the other way, or a change in a side signal; the % refers to the signal ratio
#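 Drosophila S3 cells got compounds at several concentrations plus oleic acid (400 uM solution). Laser-scanning cytometry with 488 nm excitation read lipid droplets at 500-530 nm and cells at 575-640 nm. Percent activity was relative to 20 uM Triacsin C.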
# Lipid storage S3 cell count max: also measured in Lipid storage S3; calls as there; cell number change, %; measured here: cell count max response;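 cells counted by Cell Tracker Red CMTPX staining in the red channel; peak over a dose series mostly up to 46.1 µM; percent activity relative to internal control wells on each plate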
# * = called active by the depositor; i = inactive; ? = inconclusive; . = not tested or not shown; [ ] = remark or other dose. On the % scale 0 is the no-effect control and ±100 the full control effect; potency means the concentration at half of the fitted maximal effect. Only part of the results is shown (hit frequency here may not be typical).
SMILES,Lipid storage S3,Lipid storage S3 cell count max
CCn1c(=O)cc(OCC(=O)Nc2ccc3c(c2)OCCO3)c2ccccc21,?,.
CCCNC(=O)c1ccc(N2CC3CC(C2)c2cccc(=O)n2C3)c(NC(=O)Nc2ccc(CC)cc2)c1 (stereo not drawn),?,.
CCc1ccccc1NC(=O)Nc1cc(F)ccc1F,?,.
Nc1ccc(C23CC4CC(CC(O)(C4)C2)C3)cc1,16%,0
CC(C)CN(C(=O)COC(=O)c1nc(Cl)ccc1Cl)C1CCS(=O)(=O)C1 (stereo not drawn),?,.
Cc1cc(N(C)C)c(C#N)c(N2CCCCC2)n1,?,.
Cc1cccc(C(=O)OCC(=O)N2CCCCCC2)c1O,23%,25
COc1ccc(CCC(=O)Nc2nc(-c3ccncc3)cs2)cc1,?,.
Cc1ccccc1C(=O)Nc1ccccc1N1CCN(C(=O)c2ccccc2)CC1,0%,7
Brc1ccc(-c2csc(-c3ccncc3)n2)cc1,?,.
CCN(Cc1ccccc1)C(=O)c1ccc2c(=O)n3c(nc2c1)CCC3,5%,.
Cc1ccccc1NC(=O)c1onc2c1CCCC2,26µM*,.
CCOc1cc(/C=N/NC(=O)c2ccc3c(c2)OCCO3)cc(Br)c1O,?,.
COc1ccc(Cc2nc3ccc(C(=O)N4CCCCC4CCO)cc3o2)cc1 (stereo not drawn),i,.
CC(=O)c1cccc(NC(=O)Cn2nc(-c3ccc(Cl)cc3)ccc2=O)c1,?,.
COc1ccc(CCN(C)C2CCCN(C(=O)CCC(F)(F)F)C2)cc1OC (stereo not drawn),29%,0
O=S(=O)(N1CCCCC1)N1CCN(c2cc(Cl)ccc2Cl)CC1,8%[9.22 µM],19
CCOc1ccccc1C(=O)NN1C(=O)CCC1=O,11%,8
CN(CC(=O)Nc1ccccc1Br)C(=O)C(Cc1ccccc1)NC(=O)c1ccccc1 (stereo not drawn),-45%,10
CCOc1ccc(CNC(=O)CCCn2ccc3cc(S(=O)(=O)N4CCCC4)ccc32)cc1,?,.
Cc1ccc(C)c(NC(=S)N2CCN(S(C)(=O)=O)CC2)c1,?,.
CC(=O)Nc1ccc2c(c1)nc1n2CCN(C(C)c2ccccc2)C1 (stereo not drawn),?,.
CSc1nc(C)cc(C)c1C#N,11%,-1
CCC(C)NC(=O)Cn1nc([N+](=O)[O-])c(Cl)c1C (stereo not drawn),?,.
O=c1cc(-c2ccccc2)nc(Cc2c(Cl)cccc2Cl)[nH]1,12%,14

# Next section:
SMILES,Lipid storage S3,Lipid storage S3 cell count max
CC(C)NCc1c(O)c(Br)cc2oc3c(c12)CCCC3,?,.
COC(=O)Nc1nnc(-c2ccncc2)s1,i,.
Cc1cc(NCCCn2ccnc2)n2ncc(-c3ccc(Cl)cc3)c2n1,-9%,-23
CN1Cc2sc(NC(=S)NC(=O)c3ccccc3)c(C#N)c2CC1(C)C,5%,12
O=C(O/N=C1/CCCc2occc21)c1ccccc1,-23%,-10
N#CC1=C(N)C(C#N)(C#N)[C@H](c2ccsc2)[C@H]2COCC=C12,?,.
COc1ccc(-c2nc3cccc(C)n3c2NCc2ccco2)cc1OC,?,.
COc1cc(/C=N\NC(=O)OC(C)(C)C)ccc1OC(=O)c1ccco1,-6%,-11
CC1(C)C2C(Cl)(Cl)C2(C)c2ccccc2N1C=O (stereo not drawn),16%,2
COc1cc(C(=O)Nc2ccc3c(c2)OCCO3)c(-n2cnnn2)cc1OC,-11%,.
Cc1nn(Cc2ccccc2)c2c1C(c1cccnc1)C(C#N)=C(N)O2 (stereo not drawn),?,.
CCN(CC)S(=O)(=O)c1ccc(N2CCOCC2)c(NC(=O)C(C)(C)C)c1,?,.
c1ccc(C2CCCN(Cc3nc(CC4CC4)no3)CC2)cc1 (stereo not drawn),-8%,-2
O=C(CCCn1c(SCc2cccc(F)c2)nc2ccccc2c1=O)NCC1CCCO1 (stereo not drawn),-7%,0
NC(=O)c1ccc(N2CCNC(=O)C2)c([N+](=O)[O-])c1,?,.
Cc1ccc(-c2csc(NC(=O)C3=NN(C4CCS(=O)(=O)C4)C(=O)CC3)n2)cc1 (stereo not drawn),3%,10
C[C@@]12CCC[C@@](C)(C(=O)O)C1CC[C@@]13C[C@@H](NCc4ccccc4)[C@@](C)(CCC12)C3 (stereo partly drawn),?,.
Cc1ccc(CNC(=O)Cn2cnc3cc([N+](=O)[O-])ccc3c2=O)cc1,i,-7
Cc1noc(C)c1COC(=O)c1ccc(S(=O)(=O)N2CCCCC2)cc1,?,.
Cn1c(CCNC(=O)c2cccs2)nnc1SCC(=O)Nc1nc(-c2ccccc2)cs1,?,.
O=C(Nc1ccc(S(=O)(=O)N2CCN(c3ccccc3)CC2)cc1)c1cccs1,i,.
CCOC(=O)c1cc(NC(=O)Nc2nc3ccccc3s2)c(C)nc1C,11%,-3
O=C(c1c(Cl)nc2sccn12)N1CCN(c2cccc(Cl)c2)CC1,?,.
CC(=O)NC(C)C(c1cccs1)N1CCN(c2ccccc2)CC1 (stereo not drawn),?,.
CCC(C)NC(=O)c1csc2c1CCCCC2 (stereo not drawn),i,-12

# (cont.)
SMILES,Lipid storage S3,Lipid storage S3 cell count max
O=C(CCC(=O)Nc1nnc(C2CCCCC2)s1)Nc1ccccc1,?,.
CC(C)C[C@H](NC(=O)c1[nH]cnc1C(=O)N[C@@H](Cc1ccccc1)C(=O)OCc1ccccc1)C(=O)OCc1ccccc1,?,.
CCOC(=O)CNC(=O)N1CCc2ccc(NC(=O)c3ccccc3Cl)cc2C1,11%,20
O=C(NCCCCNC(=O)c1ccccc1F)c1ccccc1F,-13%,-3
COc1ccc(Cl)cc1NC(=O)CN(C)C(=O)c1cn(-c2ccccc2)nc1-c1cccnc1,?,.
CSc1nnc2c3c4c(sc3c(=O)n(-c3ccccc3)n12)CC(C)(C)OC4,?,.
Cc1ccccc1C(=O)NCCSc1ccccc1,?,.
COc1ccc([N+](=O)[O-])cc1NC(=O)CC1SC(=Nc2cccc(C)c2C)N(/N=C(\C)c2ccc(C)cc2)C1=O (stereo not drawn),i,.
O=C1CC2C(CC(OC(=O)c3ccc(-c4ccccc4)cc3)C2CO)O1 (stereo not drawn),i,17
COC(=O)c1cc(-c2ccccc2)c2c(=O)n(C)c(=O)n(C)c2n1,9%,1
O=C1CC2(CCN(C(=O)c3cccc(F)c3)CC2)Oc2ccccc21,21%,.
C=CCN1C(=O)/C(=C2/Sc3ccc(OC)cc3N2C)SC1=Nc1cccc(O)c1,?,.
COc1ccccc1NC(=O)COc1ccc(C(=O)OCC(=O)N(C(C)C)C(C)C)cc1OC,?,.
CC(=O)Nc1cc(C)c(S(C)(=O)=O)c(C)c1,-4%,-8
NS(=O)(=O)c1ccc(N/C=C\C(=O)c2ccc3ccccc3c2)cc1,?,.
C(#CC1CCCCC1)c1ccc2c(c1)COc1c3ccccc3nn1-2,?,.
Cc1nc(-n2ncc(C#N)c2N)c2c3c(sc2n1)CCC3,?,.
COc1ccc(OC)c(CNc2ccc(F)c(Cl)c2)c1,?,.
CN(C)c1cccc(/C=C(\C#N)c2ccccc2)c1,?,.
CCn1ccnc1CN(C)Cc1c(C(=O)N2CCCCCCC2)nc2ccc(Cl)cn12,?,.
Cc1cc(C)c(NC(=O)CSc2nnc(CNC(=O)c3ccco3)o2)c(C)c1,i,11
COc1ccccc1Oc1coc2c(CN3CCOCC3)c(O)ccc2c1=O,?,.
Cc1nnc(NC(=O)CSc2n[nH]c(-c3ccccc3C)n2)s1,4%,9
COc1cccc(-c2ccc(NC(=O)C3CCCN(Cc4ccc(CO)o4)C3)cc2)c1 (stereo not drawn),?,.
O=C(CC1CC2CCC1C2)NCc1cccs1 (stereo not drawn),-15%,-1

# The list continues:
SMILES,Lipid storage S3,Lipid storage S3 cell count max
CCOC(=O)c1c(C)[nH]c(C(=O)O)c1C,?,.
O=C(CSc1nnc(-c2ccco2)c(-c2ccco2)n1)Nc1ccccc1,?,.
Cc1cc(C(=O)CCC(=O)N(C)CC(=O)Nc2c(Cl)cccc2Cl)c(C)s1,?,.
CC(C)(CNC(=O)c1cccc(S(=O)(=O)Nc2ccc(Br)cc2)c1)N1CCOCC1,?,.
CCCCNC(=O)Nc1ccccc1Br,0%,6
CCCS(=O)(=O)c1c(S(=O)(=O)CCC)c2c(C)cccn2c1C(=O)N/N=C/c1cc(O)cc(O)c1,?,.
CC(C)N(Cc1c(O)ccc2c(=O)c(-c3ccc(Cl)cc3)coc12)C(C)C,i,-5
COC(=O)c1c(NC(=O)C2CCCCC2)sc2c1CC(C)(C)NC2(C)C,14%,4
Cc1ccc(CNC(=O)CNC(=O)[C@@H]2Cc3ccccc3CN2)cc1,-4%,-3
CCN1C(=O)[C@H]2[C@@H](c3ccc(-c4cccc(Cl)c4)cc3)N[C@@](Cc3ccccc3)(C(=O)OC)[C@H]2C1=O,?,.
Nc1nnc(SCC(=O)Nc2ccc3c(c2)OCCO3)s1,?,.
Cc1ccc(N=CC2=C(O)CC(c3ccc(Cl)cc3)CC2=O)cc1 (stereo not drawn),3%,5
O=C1NC(c2ccc(Cl)cc2)=COc2ccccc21,?,.
O=C(CN1CCC(O)(c2ccccc2F)CC1)NCCc1c[nH]c2ccccc12,?,.
COC(=O)C(CCSC)NC(=O)c1cc2c(n(-c3ccccc3)c1=O)CCCC2=O (stereo not drawn),-10%,-3
Cc1ccc(C(=O)Nc2sc3c(c2C(=O)O)CCCCC3)o1,?,.
CC(c1nnc(SCC(=O)Nc2ccc3[nH]c(=O)[nH]c3c2)n1Cc1ccccc1)N(C)C (stereo not drawn),?,.
O=C(N/N=C/c1ccc(Cl)cc1)c1cc(-c2cccnc2)nc2ccccc12,19%,2
CN(Cc1ccccc1)C(=S)Nc1cccnc1,?,.
Nc1ccc(C(=O)NCCCSc2ccccc2)cc1[N+](=O)[O-],i,7
C=C1CCN([C@H](C(=O)NCc2ccc(Cl)cc2)C(C)C)S(=O)(=O)c2ccccc21,?,.
Cc1nnc(SCC(=O)N(CC(C)C)C2CCS(=O)(=O)C2)s1 (stereo not drawn),?,.
O=C(/C=C/c1cccc([N+](=O)[O-])c1)c1ccc2c(c1)OCCO2,18µM*,-6.3*
NS(=O)(=O)c1ccc(NC(=S)Nc2ccc(Br)c(Cl)c2)cc1,-6%,-11
CCOC(=O)C1=NOC(CNc2ncc(C(F)(F)F)cc2Cl)C1 (stereo not drawn),?,.

# Compound profiles (already shown). Order of values: Lipid storage S3	Lipid storage S3 cell count max
# Listed for Cc1cccc(C(=O)OCC(=O)N2CCCCCC2)c1O → 23%	25
# Listed for COc1ccc(Cc2nc3ccc(C(=O)N4CCCCC4CCO)cc3o2)cc1 (stereo not drawn) → i	.

# Further entries follow.
SMILES,Lipid storage S3,Lipid storage S3 cell count max
CCNC(=O)NC(=O)COC(=O)C1CSC2(C)CCC(=O)N12 (stereo not drawn),-11%,20
CC(=O)c1cccc(NC(=O)N2CCCC2C(=O)Nc2ccc3c(c2)OCCO3)c1 (stereo not drawn),-18%,6
Cc1cc(C)cc(NS(=O)(=O)c2c(C)[nH]c(=O)[nH]c2=O)c1,?,.
O=C(N/N=C\c1ccc(-c2ccccc2[N+](=O)[O-])o1)C1COc2ccccc2O1 (stereo not drawn),-7%,-6
Nc1c(NCCCN2CCOCC2)c2ccccc2oc1=O,4%,-2
Cc1cccc(NC(=O)CS(=O)CC(=O)Nc2cnc3ccccc3c2)c1C (stereo not drawn),?,.
CCOC(=O)C1CCN(S(=O)(=O)c2cnc[nH]2)CC1,?,.
CCCN(CCC)CCCNC(=O)C(NS(=O)(=O)c1ccc2c(c1)CCC(=O)N2)c1ccccc1 (stereo not drawn),1%,.
Cc1nc2ccccc2c2c1C(=O)N(C1CCCCCCC1)C2=O,?,.
COc1cc(CNc2nc3ccccc3s2)cc(OC)c1OC,?,.
CC(=O)N1CCN(c2ccc(NC(=O)c3ccc4c(c3)OCCO4)cc2)CC1,?,.
Cc1cc(C)cc(NC(=O)N(C)Cc2ccccc2)c1,2%,2
O=C1c2ccccc2C(=O)N1CCc1nc(-c2ccncc2)no1,?,.
C[C@H](NC(=O)c1[nH]cnc1C(=O)Nc1ccc(CNC(=O)OC(C)(C)C)cc1)C(=O)OCc1ccccc1,?,.
CC1CN(C(=O)c2cc(S(=O)(=O)N3CCCC3)ccc2Cl)CC(C)O1 (stereo not drawn),?,.

# Gathered by group, the entries above containing an aryl methoxy group (14)
SMILES,Lipid storage S3,Lipid storage S3 cell count max
COc1ccc(CCC(=O)Nc2nc(-c3ccncc3)cs2)cc1,?,.
COc1ccc(Cc2nc3ccc(C(=O)N4CCCCC4CCO)cc3o2)cc1 (stereo not drawn),i,.
COc1ccc(CCN(C)C2CCCN(C(=O)CCC(F)(F)F)C2)cc1OC (stereo not drawn),29%,0
COc1ccc(-c2nc3cccc(C)n3c2NCc2ccco2)cc1OC,?,.
COc1cc(/C=N\NC(=O)OC(C)(C)C)ccc1OC(=O)c1ccco1,-6%,-11
COc1cc(C(=O)Nc2ccc3c(c2)OCCO3)c(-n2cnnn2)cc1OC,-11%,.
COc1ccc(Cl)cc1NC(=O)CN(C)C(=O)c1cn(-c2ccccc2)nc1-c1cccnc1,?,.
COc1ccc([N+](=O)[O-])cc1NC(=O)CC1SC(=Nc2cccc(C)c2C)N(/N=C(\C)c2ccc(C)cc2)C1=O (stereo not drawn),i,.
C=CCN1C(=O)/C(=C2/Sc3ccc(OC)cc3N2C)SC1=Nc1cccc(O)c1,?,.
COc1ccccc1NC(=O)COc1ccc(C(=O)OCC(=O)N(C(C)C)C(C)C)cc1OC,?,.
COc1ccc(OC)c(CNc2ccc(F)c(Cl)c2)c1,?,.
COc1ccccc1Oc1coc2c(CN3CCOCC3)c(O)ccc2c1=O,?,.
COc1cccc(-c2ccc(NC(=O)C3CCCN(Cc4ccc(CO)o4)C3)cc2)c1 (stereo not drawn),?,.
COc1cc(CNc2nc3ccccc3s2)cc(OC)c1OC,?,.
